# APJ ag: activates the human apelin receptor APJ; activation, % at 20 µM; 0.11% of 330,000 active; CHO-K1 APJ PathHunter beta-arrestin, luminescence; 0% DMSO wells, 100% apelin; AID 2520; P35414;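 active = activation more than six SD over the plate average, tested at 20 µM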;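 also: 0% = DMSO alone and 100% = apelin-13 at 10 nM; some results filed as inactive read as strong as hits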
# Target sequence (P35414 whole entry, looked up): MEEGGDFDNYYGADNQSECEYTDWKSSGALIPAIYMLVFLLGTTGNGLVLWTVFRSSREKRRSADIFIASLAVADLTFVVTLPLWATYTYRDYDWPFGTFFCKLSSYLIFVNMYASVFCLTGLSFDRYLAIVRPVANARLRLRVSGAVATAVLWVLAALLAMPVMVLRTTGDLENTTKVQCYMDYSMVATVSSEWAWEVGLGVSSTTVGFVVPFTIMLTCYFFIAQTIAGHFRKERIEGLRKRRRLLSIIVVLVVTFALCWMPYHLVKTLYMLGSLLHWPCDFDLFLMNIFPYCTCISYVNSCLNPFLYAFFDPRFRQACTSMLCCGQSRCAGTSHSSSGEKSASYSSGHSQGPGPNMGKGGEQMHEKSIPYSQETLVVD
#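 Incubation: overnight seeding, 90 min compound at 25 °C, 1 h detection; test system: PathHunter CHO-K1 APJ (AGTRL-1) beta-arrestin reporter cells; amount: 1000 cells/well; doses: one dose, 20 µM compound, 1% DMSO; measured by: beta-gal luminescence; measure: agonist-driven arrestin binding to APJ; benchmarks: negative DMSO alone, positive Apelin-13 at 10 nM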
# APJ antag: blocks the human apelin receptor APJ; P35414; CHO-K1 APJ beta-arrestin complementation, luminescence; inhibition, % at 20 µM; 0.32% of 330,000 active; AID 2521;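 active = inhibition above about 40% at 20 µM, limit read from the data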;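 also: cells challenged with 10 nM apelin-13 agonist together with compound; plate controls were apelin-13 plus DMSO wells for no effect and DMSO wells lacking apelin-13 for full effect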
# tim23-1 inh: growth inhibitors of tim23-1 mutant yeast | S. cerevisiae tim23-1 growth, BacTiter-Glo luminescence, 24 h | inhibition, % at 20 µM | 1.3% of 330,000 active | AID 463212;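 active = growth inhibition of the mutant yeast at or above 50%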;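 also: temperature-sensitive mutant grown at 25 °C; plate controls were DMSO-treated mutant yeast for no effect and medium wells lacking yeast for full effect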
# tim10-1 inh: growth inhibitors of tim10-1 mutant yeast | inhibition, % at 20 µM | AID 463190 | S. cerevisiae tim10-1 ts strain growth, BacTiter-Glo, 24 h | 2.2% of 330,000 active;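 active = inhibition of at least 40%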;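 also: mutant grown at 25 °C; 0% = DMSO wells with yeast and 100% = wells holding no yeast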
# MPTP block: permeability transition pore inhibition. isolated mouse mitochondria, Ca2+ swelling absorbance, 30 min. inhibition, % at 10 µM. 1.4% of 360,000 active. AID 602449;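 active = inhibition of 50% or more, scaled per plate between neutral and stimulator controls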;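 also: 0% = DMSO wells given calcium and 100% = 1 mM EGTA wells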
# MIN6 prolif: inducers of beta-cell replication in MIN6 cells | MIN6 cells proliferation, ATPlite luminescence, 48 h; cells starved in 0.2% serum; 100% = growth in 10% serum | proliferation, % at 10 µM | 0.29% of 330,000 active;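 active = compounds whose signal lies at least 3.5 SD above the mean of all wells on their plate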;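 also: 0% = DMSO-treated cells in low-serum medium and 100% = 10% serum control; some compounds called inactive have numbers as strong as hits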
# GRIN3A LBD mod: NR3A (human) ligand-binding domain modulation | 2.5% of 340,000 active | NR3A LBD differential scanning fluorimetry, Tm shift; 0% = protein alone, 100% = glycine-bound protein | Tm shift relative to glycine control, % at 25 µM;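 active = melting temperature shift of at least 10% of the positive control shift, at one fixed dose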
# NLRP3 yeast inh: inhibitors of NALP3 inflammasome in yeast; Yeast reconstituted NLRP3/ASC/caspase-1, beta-gal luminescence, 24 h; inhibition, % at 10 µM; 0.39% of 330,000 active; AID 2825;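 active = inhibition of 50% or more; inactive = inhibition below 50%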;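 also: plate controls were induced DMSO wells for no effect and uninduced yeast grown without galactose for full effect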
# TIM10 inh: TIM10 yeast growth inhibition; S. cerevisiae TIM10 strain growth, BacTiter-Glo luminescence, 24 h; inhibition, % at 10 µM; 1.4% of 330,000 active; AID 463195;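 active = inhibition of 40% or more at the single tested concentration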;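 also: wild-type TIM10 isogenic control strain grown at permissive 25 °C; 0% = DMSO yeast wells and 100% = minimal medium wells without yeast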
# Numbers without * were called inactive; nt = not tested or not shown.
SMILES,APJ ag,APJ antag,tim23-1 inh,tim10-1 inh,MPTP block,MIN6 prolif,GRIN3A LBD mod,NLRP3 yeast inh,TIM10 inh
Cc1ccc(OCCN2CCOCC2)cc1C,-1,3,-7,-16,0.0,-1,-1,13,-1
CC(=O)Nc1cc2ccc(OC(C)=O)cc2oc1=O,-5,-49,8,12,-1.0,-3,0,-6,7
CN(C)c1ccc(C(CNC(=O)c2ccccc2Br)c2c[nH]c3ccccc23)cc1 (stereo not drawn),-1,9,34,36,0.0,-4,-3,6,22
CCOC(=O)CN1C(=O)C(=O)N(Cc2cccc(C)c2)C1=O,1,-1,7,25,0.1,-4,1,4,6
Cc1ccc(NC(=O)Cc2c(O)c3ccccc3[nH]c2=O)c(C)c1,-4,7,7,2,0.9,-2,0,-12,-4
CC(C)Cn1c(SCC(=O)c2ccc(Cl)s2)nnc1-c1ccco1,-5,-1,38,29,0.9,-3,2,21,21
COc1ccc(-c2nn(-c3ccccc3)cc2N)cc1,-1,0,27,18,-2.5,-2,2,30,33
Cc1ccc[n+](CC(=O)/C=C2\N(C)c3ccccc3C2(C)C)c1,-3,-19,12,-7,1.4,-6,0,15,9
Cc1ccccc1Cn1cnc2c(cnn2C(C)(C)C)c1=O,-6,-13,30,18,15,-3,0,5,25
CCCCC(=O)NC(=S)NNC(=O)c1ccc(OC)cc1,-2,40,-25,-10,-2.9,-3,-1,28,10
O=C(O)CNS(=O)(=O)c1ccc(C2CCCCC2)cc1,0,-10,8,1,-1.3,3,-1,1,12
CN1CCN(C(=O)c2ccc(C(C)(C)C)cc2)CC1,-6,-13,5,11,-3.5,-1,6,0,0
CC(=O)N1c2ccccc2C2CCCC[C@@H]21 (stereo partly drawn),-3,-1,-6,8,1.0,1,-1,-85,2
CCCSc1nc(O)c(C2OC(=O)c3c2ccc(OC)c3OC)c(=O)n1-c1ccccc1 (stereo not drawn),23*,10,10,28,-1.8,-5,0,-2,17
CCOC(=O)c1ccc(NC(=O)Cn2nnc(-c3ccc(F)cc3)n2)cc1,-3,4,6,10,11,-2,-5,19,-1
COc1cc(C(=O)N2CCC(C(=O)Nc3cccc(C(C)=O)c3)CC2)cc(OC)c1OC,-1,1,8,-3,-13,-2,-1,-2,17
Cc1nc(NC(=O)c2ccccc2)sc1Cc1ccc2c(c1)OCO2,-4,12,-8,24,-5.1,-3,-10,20,3
N#Cc1ccc(C23CC4(C2)[C@H](CN(Cc2ccc(C(F)(F)F)cc2)[C@@H]4c2ccccc2)C3c2ccc(Cl)nc2)cc1 (stereo partly drawn),-4,0,-2,9,nt,-5,nt,14,3
COc1ccc([C@H]2CC(=O)C=C(c3ccc(O)cc3)C2)cc1OC,-3,5,26,9,-0.9,3,-2,12,6
O=C(NC1CCCCCC1)C(Cc1ccccc1)n1cccc1 (stereo not drawn),0,5,18,27,1.5,4,-4,11,26
COc1ccc(-n2ncc3c(SCC(=O)N4CCN(c5ccccc5OC)CC4)ncnc32)cc1,7,5,16,22,2.4,-6,-1,1,28
CCN(CC)CCCNC(CC(=O)Nc1cccc([N+](=O)[O-])c1)C(=O)O (stereo not drawn),-1,0,16,-2,0.3,1,-2,10,-2
Cc1cc(C(=O)N2CCCC(CCC(=O)N3CCN(c4ccccn4)CC3)C2)c(C)o1 (stereo not drawn),0,-11,9,30,1.0,-2,-1,-2,-10
Cc1ccc(NC(=O)c2ccc(OCc3c(C)noc3C)cc2)c(C)c1,-1,8,23,-1,-2.4,-2,0,23,-2
COC(=O)c1sccc1Oc1ccc(Cl)cc1N1C(=O)CCC1=O,5,-4,13,1,0.3,-2,-4,19,-14

# Single records, from the list above. Screens in order: APJ ag	APJ antag	tim23-1 inh	tim10-1 inh	MPTP block	MIN6 prolif	GRIN3A LBD mod	NLRP3 yeast inh	TIM10 inh
# Shown for CC(=O)Nc1cc2ccc(OC(C)=O)cc2oc1=O : -5	-49	8	12	-1.0	-3	0	-6	7
# Shown for COc1ccc(-n2ncc3c(SCC(=O)N4CCN(c5ccccc5OC)CC4)ncnc32)cc1 : 7	5	16	22	2.4	-6	-1	1	28
# Shown for Cc1ccccc1Cn1cnc2c(cnn2C(C)(C)C)c1=O : -6	-13	30	18	15	-3	0	5	25
# Shown for CCN(CC)CCCNC(CC(=O)Nc1cccc([N+](=O)[O-])c1)C(=O)O (stereo not drawn) : -1	0	16	-2	0.3	1	-2	10	-2
# Shown for CCCCC(=O)NC(=S)NNC(=O)c1ccc(OC)cc1 : -2	40	-25	-10	-2.9	-3	-1	28	10

# Following part.
SMILES,APJ ag,APJ antag,tim23-1 inh,tim10-1 inh,MPTP block,MIN6 prolif,GRIN3A LBD mod,NLRP3 yeast inh,TIM10 inh
Cc1sc2nc(SCC(=O)N(C)c3ccccc3)n(C)c(=O)c2c1C,-4,-1,45,25,0.6,-2,-8,10,-7
Cc1cc(C)nc(NC(N)=NC(C)c2ccccc2)n1 (stereo not drawn),-3,10,0,-7,nt,2,-2,-9,-6
COCCNC(=O)C(=O)N/N=C(\C)CC(=O)Nc1cccnc1,-1,-1,2,6,-0.7,3,0,8,15
CCOc1ccc(NC(=O)Cn2nnc(-c3ccccc3NC(=O)CC)n2)cc1,6,-6,-2,0,4.8,-3,-7,7,-14
CC1(C)Oc2ccc3ccc(=O)oc3c2/C(=C/Nc2cccc(O)c2)C1=O,3,3,25,33,-0.4,-5,0,-25,2
CC(=O)Nc1ccc(S(=O)(=O)NCc2ccc(C(=O)NC(C)c3ccccc3)cc2)cc1 (stereo not drawn),1,-8,-4,-7,-1.2,-1,2,2,-3
COc1ccc(CC(=O)OCC(=O)NC2CC2)cc1,1,-13,19,9,-0.9,-1,0,17,14
O=C(O)CCC(=O)NNC(=O)c1cccc(Br)c1,0,16,1,-3,-5.1,0,-2,5,-1
COc1ccc(Cl)cc1-c1n[nH]c(=S)o1,-1,6,19,22,-2.1,-3,5,4,-3
Cc1nn(-c2ccccc2)c(Cl)c1CN(C(=O)CCl)c1cccc2ccccc12,-3,14,42,23,1.5,-6,-5,16,34
CCOc1cc(C)c(S(=O)(=O)NC2CC(C)(C)NC(C)(C)C2)cc1C,-1,8,1,4,-3.3,1,-4,-6,-4
O=C(Cn1cnc2c(NCc3ccccc3)ncnc21)NCC1CCCO1 (stereo not drawn),nt,nt,12,-5,-0.2,nt,0,nt,-14
Cc1ccc2c(c1)N(CCC(=O)NCCCN1CCCC1)C(=O)CO2,-1,15,1,-22,-0.5,4,-5,1,6
Clc1ccccc1-c1nnc(-c2cccs2)o1,-4,4,15,-4,0.2,0,0,17,20
COc1ccc(C(=O)C(CCCCC(CN(C)C)C(=O)c2ccc(OC)cc2)CN(C)C)cc1 (stereo not drawn),0,26,3,-5,4.9,-7,1,8,6
COc1ccc(NC(=O)CN2C(=O)COc3ccc(C)cc32)c(OC)c1,-1,-7,2,10,-0.6,-1,-1,13,-7
O=C(NCc1ccco1)C(c1ccco1)N(CCc1ccccc1)C(=O)Cn1nnc2ccccc21 (stereo not drawn),0,4,8,-16,-4.2,1,0,21,12
CCCS(=O)(=O)N1CCN(C(=O)COc2ccccc2)CC1,-2,2,6,-5,0.5,-3,0,23,2
COc1ccc(CCN(C)C(=O)C2CC(=O)N(Cc3ccc(C)cc3)C2)cc1OC (stereo not drawn),-2,9,-39,-3,0.2,2,0,12,-18
Cc1ccc(CNC(=O)C2CCCN2C(=O)NCc2ccccc2)cc1 (stereo not drawn),-7,-10,9,-1,1.6,2,-1,8,6
COc1ccc(CC(=O)OCc2nnc(-c3ccccc3)o2)cc1,-2,6,8,-12,-4.2,0,-2,15,10
COc1ccccc1CCC(=O)N(CCC1=CCCCC1)c1c(N)n(Cc2ccccc2)c(=O)[nH]c1=O,-6,14,4,1,-0.5,-3,-2,0,5
COCCN(C(=O)c1ccco1)c1nnc(-c2ccc(F)cc2)s1,-2,8,-18,18,-0.3,1,0,8,-14
COc1ccccc1N1CCN(CCN2C(=O)C3CCCN3C2=O)CC1 (stereo not drawn),-2,-9,4,-10,-0.3,-3,-3,21,-6
Cc1cc(NS(=O)(=O)c2ccc(NC(=O)c3c(F)c(F)c(F)c(F)c3F)cc2)nc(C)n1,17,4,-6,10,0.5,-4,1,22,2

# Other records:
SMILES,APJ ag,APJ antag,tim23-1 inh,tim10-1 inh,MPTP block,MIN6 prolif,GRIN3A LBD mod,NLRP3 yeast inh,TIM10 inh
CNCC(=O)Nc1ccc(Cl)c(C(F)(F)F)c1,-3,21,9,-5,3.2,-4,-5,-1,-9
COc1cccc(NC(=O)CCNS(=O)(=O)c2ccc(Br)s2)c1,-3,11,6,-1,-0.5,4,0,-10,-20
O=C(c1ccc(CN2CCc3ccccc3C2)cc1)N1CCc2ccccc2C1,1,6,21,15,-0.6,-3,0,23,7
O=C(CN1C(=O)NC2(CCCC2)C1=O)N1CCN(C(=O)c2ccco2)CC1,-3,9,1,1,-1.7,0,1,11,3
CCOCc1c(C(=O)N2CCN(CCOc3ccc(Cl)cc3)CC2)oc2ccccc12,4,5,21,24,2.4,-5,-5,21,22
Cc1cc(C(=O)NC(C)CCc2ccccc2)ccc1[N+](=O)[O-] (stereo not drawn),-1,-10,16,24,0.8,-2,2,20,-2
Cc1ccc(S(=O)(=O)Nc2nc3ccccc3nc2NCC2CCCO2)cc1C (stereo not drawn),-4,2,29,11,0.1,0,-4,15,-1
CN(CC(=O)Nc1ccccc1C(F)(F)F)C(=O)CSc1nnnn1C,-1,11,12,-2,-1.6,4,1,0,-8
O=C(COC(=O)c1cccc(NS(=O)(=O)c2ccc(F)c(F)c2)c1)NC(=O)NC1CCCCC1,3,7,15,13,11,0,23*,10,-5
CCN(CC)c1ccc(/C=C2\NC(=O)NC2=O)cc1,-1,-5,-2,-31,1.1,-2,4,34,-5
CS(=O)(=O)N(CC(=O)N1CCOCC1)c1cc(C(F)(F)F)ccc1Cl,-2,4,0,-8,0.6,3,-3,11,2
N#Cc1ccccc1OCc1nnc(-c2ccccc2Br)o1,-4,3,48,13,0.7,-2,3,16,1
CCn1c(=O)n(CC(=O)NC2CCCC(C)C2C)c(=O)c2ccccc21 (stereo not drawn),-3,-13,0,-11,-2.6,1,11*,17,-2
COc1ccc(-c2cc(C(=O)Nc3cc(Cl)ccc3O)no2)cc1,2,-15,0,-12,1.3,-3,-1,18,-2
COc1ccccc1CN1CC(C(=O)NCc2ccc(SC)cc2)CCC1=O (stereo not drawn),1,-12,-13,-9,-0.5,2,2,3,0
CCC(=O)Nc1ccc2c(c1)nc(CCN1CCN(C)CC1)n2C,-1,6,-4,6,-0.4,-1,-2,0,1
COc1ccc(S(=O)(=O)N2CCN(C)CC2)cc1NC(=O)c1ccccc1C,-2,-10,0,-6,0.0,2,-1,3,0
COc1ccccc1CN1CCN(Cc2nc(-c3ccccc3)no2)CC1,-3,12,8,3,-2.4,3,-1,10,10
COc1ccc(C(=O)NCCS(=O)(=O)N(C)Cc2ccccc2)cc1,-1,19,24,15,-1.3,5,-1,15,7
Cc1ccc(S(=O)(=O)N(CC(=O)Nc2ccc(Cl)cc2)C(=O)N2CCN(C)CC2)cc1,5,-40,-2,-7,1.5,-1,2,7,12
O=C(N[C@@H](Cc1ccccc1)C(=O)OCc1ccccc1)c1nc[nH]c1C(=O)N1CCc2ccccc2C1,0,15,23,23,1.3,-8,-31,-8,-48
O=S(=O)(c1cc(Cl)c(Cl)cc1Cl)N1CCN2CCCC2C1 (stereo not drawn),-1,15,-24,-11,-0.7,0,-6,9,-4
Cc1ccc(NC(=O)CCCCCN2C(=O)[C@@H]3Cc4ccccc4CN3C2=O)c(C)c1,-1,34,14,19,3.5,-1,1,21,5
O=C1CNC(=S)N1CCc1ccc(O)c(O)c1,0,-18,5,-22,1.1,-3,-5,15,-11
